D1 antag: human D1 dopamine receptor antagonism. HEK293 TREx D1 cells, calcium flux, dopamine EC80; hits give low values. activity change, negative = inhibition, % at 10 µM. 3.2% of 360,000 active; in the data active = activity change below about -30%; note: % is set by controls: 0 for no effect and ±100 for the full control effect
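Using tetracycline-induced force-coupled D1 Hek293 cells and a calcium dye, signals were followed for 180 s after compound, then for 180 s after EC80 dopamine, to detect inhibitors.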
RXFP1 agonist: activates the human relaxin receptor RXFP1 | Q9HBX9 | HEK293T-RXFP1 cAMP TR-FRET, 30 min; response scale: percent of porcine relaxin response, buffer zero | Potency, µM (series often up to 57.5 µM), inactives show at the highest dose activation, actives largely listed as activators | 0.3% of 370,000 active | AID 2676; active = well fitted activation curve with a large enough effect; note: potency is the fitted concentration of half-maximal effect; % is set by controls: 0 for no effect and ±100 for the full control effect; nearly all actives have a fitted effect of over 60% in size; many of its hits are not listed in these tables
Target sequence (Q9HBX9 whole entry, looked up): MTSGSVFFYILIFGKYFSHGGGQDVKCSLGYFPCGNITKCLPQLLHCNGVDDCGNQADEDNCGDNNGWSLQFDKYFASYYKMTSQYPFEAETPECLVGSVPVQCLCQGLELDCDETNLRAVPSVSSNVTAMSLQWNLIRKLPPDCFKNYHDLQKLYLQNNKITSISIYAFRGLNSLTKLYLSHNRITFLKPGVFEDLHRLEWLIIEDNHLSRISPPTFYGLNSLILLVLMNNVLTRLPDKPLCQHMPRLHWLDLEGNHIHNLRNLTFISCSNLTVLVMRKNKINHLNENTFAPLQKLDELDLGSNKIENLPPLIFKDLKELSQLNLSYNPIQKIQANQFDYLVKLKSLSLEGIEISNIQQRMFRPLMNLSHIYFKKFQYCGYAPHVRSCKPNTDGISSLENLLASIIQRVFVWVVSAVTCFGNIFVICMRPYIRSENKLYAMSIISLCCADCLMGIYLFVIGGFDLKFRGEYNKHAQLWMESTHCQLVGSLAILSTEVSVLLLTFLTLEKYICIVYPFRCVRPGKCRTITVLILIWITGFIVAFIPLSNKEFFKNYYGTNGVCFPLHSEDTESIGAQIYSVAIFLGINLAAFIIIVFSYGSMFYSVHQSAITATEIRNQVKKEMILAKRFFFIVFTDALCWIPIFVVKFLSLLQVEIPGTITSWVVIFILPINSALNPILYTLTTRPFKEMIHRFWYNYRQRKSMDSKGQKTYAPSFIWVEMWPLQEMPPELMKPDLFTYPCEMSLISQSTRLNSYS
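cAMP rise read by TR-FRET after 30 min, 37C compound exposure (up to 58 uM) in RXFP1-transfected HEK293 cells with Ro 20174 present. EC50 from Hill-equation fits, with 29 nM porcine relaxin as 100% and buffer as basal.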
TRHR enhancer: allosterically enhances the human TRH receptor. P34981. TRHR cells, fluo-8 calcium fluorescence, EC20 TRH enhancement. enhancement, % at 2 µM. 0.66% of 360,000 active; in the data active = enhancement above about 30%; note: 0% is about no effect
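TRHR-expressing cells loaded with fluo-8 calcium dye were read kinetically (ex 480/em 530) during compound addition, then stimulated with an EC20 of TRH (10 nM final). Enhancement of the Gq-mediated intracellular calcium response was scored.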
D1 PAM: human D1 dopamine receptor positive modulation; HEK293 TREx D1 cells, calcium flux, dopamine EC20 potentiation; potentiation, % at 10 µM; 0.036% of 360,000 active; AID 504651; in the data active = potentiation above about 30%; note: 0% is about no effect
D2 agonist: agonists of human D2 dopamine receptor; HEK293 T-REx D2 cells, calcium flux agonist mode; activation, % at 2 µM; AID 485358; 0.53% of 340,000 active;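 active = activation over 3 SD above normal in the single-dose calcium agonist read, cut at about 30% in these data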; note: 0% is about no effect
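Agonism scored from kinetic calcium signal (1 read/sec, 180 s) following compound pin transfer, after a 10 s baseline. Cells: HEK293 Trex line expressing inducible D2 receptor coupled to calcium, dye-loaded after overnight culture at 30 C.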
D1 agonist: activates the human D1 dopamine receptor; HEK293 T-REx D1 cells, calcium flux, agonist mode; 1% of 360,000 active; AID 504660; P21728; activation, % at 2 µM; in the data active = activation above about 30%; note: 0% is about no effect
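Inducible HEK293 T-REx D1 cells, force-coupled to calcium signalling, were plated at 4000 cells/well with tetracycline and held overnight at 30 C. After no-wash calcium dye loading, compound-evoked calcium rise over 180 s flagged agonists.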
D2 antag: D2 dopamine receptor (human) antagonism; HEK293 TREx D2 cells, calcium flux, dopamine EC80; inhibition, % at 10 µM; 2% of 340,000 active; P14416; in the data active = inhibition above about 30%; note: 0% is about no effect
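Antagonism is scored as inhibition of an EC80 dopamine-evoked calcium signal in a force-coupled, tetracycline-inducible HEK293 T-REx D2 line, with compound present 180 s before agonist.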
D2 PAM: D2 dopamine receptor (human) potentiation; P14416; HEK293 T-REx D2, calcium flux, EC20 dopamine potentiation; potentiation, % at 10 µM; 0.34% of 340,000 active;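 active = potentiation over 3 SD above the plate norm, cut at about 30% in these data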; note: 0% is about no effect
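Using a no-wash calcium dye in inducible, force-coupled HEK293 Trex cells expressing D2, we tracked fluorescence each second for 180 s after compound, then for 180 s after EC20 dopamine to detect augmented signalling.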
RXFP1 antag: RXFP1 (human) relaxin receptor antagonism; Q9HBX9; HEK293-RXFP1, relaxin-stimulated cAMP HTRF, 30 min; hits give low values; activity change, negative = inhibition, % at 57.5 µM; 0.59% of 350,000 active;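 active = activity change of -60% or lower, but not beyond a set lower limit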; note: % is set by controls: 0 for no effect and ±100 for the full control effect
* marks the source's active call; other numbers are inactive results; . = not tested or not shown; & = joins results of further samples.

SMILES | D1 antag | RXFP1 agonist | TRHR enhancer | D1 PAM | D2 agonist | D1 agonist | D2 antag | D2 PAM | RXFP1 antag
CCOCCCNC(=O)c1c(N)n(-c2ccc(S(N)(=O)=O)cc2)c2nc3ccccc3nc12 | -8 | -1.0% | 6 | -16 | 1.0 | 3 | 7 | -4 | -8
O=C(NC1CCCC1)c1c(O)nc2sccn2c1=O | 12 | 2.6% | -1 | -3 | -0.1 | -1 | 12 | 3 | -5
CCc1ccc(CN(Cc2ccco2)C(=O)c2ccc(C)cc2)cc1 | -9 | -1.4% | -6 | 0 | 0.1 | 4 | . | 3 | -68*
CCOC(=O)C1(Cc2ccc(OC)cc2)CCN(C(=O)C2=CCCC2)CC1 | 3 | 1.8% | 3 | 6 | -0.3 | 2 | -2 | 6 | -14
CCOC(=O)CC(=O)CSCC(=O)Nc1ccc(C)cc1 | 17 | 2.9% | -2 | -7 | 0.7 | -1 | 9 | -2 | 4
COc1ccc(C(=O)Nc2ccc(S(=O)(=O)Nc3cc(C)nc(C)n3)cc2)cc1 | -18&15 | 0.0%&4.5% | 1&4 | -12&4 | -0.3&1.4 | 2&17 | 28 | 6&14 | -10
O=C1CCC(C(=O)OCc2nnc(-c3ccccc3)o2)=NN1 | 3 | 0.6% | 2 | -3 | 0.7 | 0 | -4 | 5 | -1
CCc1ccccc1NC(=S)N1CCN(c2cccc(OC)c2)CC1 | -13 | 1.2% | 4 | -12 | 0.4 | 0 | 13 | -8 | -11
C/C(=N/NC(=O)CNC(=O)CCc1ccccc1)c1ccc(Cl)c(Cl)c1 | 6 | -1.0% | -6 | 1 | -1.3 | 0 | -5 | -4 | -2
Cc1nc2c(Cl)cccc2[nH]1 | -7 | -4.0% | 3 | 1 | -0.3 | 6 | 2 | -3 | 1
Cc1ccc2c(c1)n([O-])c1c([n+]2=O)CCCC1 | 8 | 1.4% | 14 | 4 | -0.4 | 1 | -10 | 4 | -4
Cc1nonc1N1CCN(Cc2cn[nH]c2-c2ccc3c(c2)OCO3)CC1 | 1 | -1.6% | -10 | 13 | 0.3 | 1 | 7 | -3 | -2
CCOC(=O)CNc1ccc(OC(F)(F)F)cc1 | -14 | 1.6% | -2 | 11 | 0.2 | 2 | -6 | -5 | -2
Cc1ccc(CNC(=O)CCc2nc(-c3cccs3)no2)cc1 | -8 | -0.7% | 13 | . | 0.8 | 4 | -1 | 25 | .
CC(=O)Nc1ccc(N2C(=O)CSC2c2cccc(Br)c2)cc1 (stereo not drawn) | 6 | 2.1% | 2 | -4 | 1.0 | 7 | 8 | 1 | 2
O=C(CSCCO)Nc1ccc([N+](=O)[O-])cc1 | 13 | 1.1% | -3 | 0 | 0.3 | 1 | 1 | -2 | -24
CN(CC(=O)Nc1c(Cl)cccc1Cl)C(=O)CCCN1C(=O)c2ccccc2C1=O | . | -3.3% | 11 | -3 | 0.0 | -1 | -18 | 6 | -24
Cc1ccc(NC(=O)C2CC(=O)n3c(nc4ccccc43)N2)cc1C (stereo not drawn) | 0 | -0.9% | 0 | -3 | 0.0 | 2 | 4 | 15 | -23
CCCNC(=O)c1cccc(S(=O)(=O)N2CC3(C)CC2CC(C)(C)C3)c1 (stereo not drawn) | -5 | -0.1% | 4 | -3 | -1.0 | 1 | -11 | 5 | -1
O=C(OCC(=O)N1CCc2ccccc21)c1c2c(nc3ccccc13)CCCC2 | -25 | -3.2% | -2 | 1 | 1.0 | 4 | 17 | 7 | -6
Cc1nc2ccccn2c1P(=Nc1ccccc1)(N(C)C)N(C)C | 4 | 2.2% | 6 | -5 | -0.5 | 3 | -14 | 12 | -7
COc1ccc(Cc2nnc(Cl)c3ccccc23)cc1OC | 4 | 3.9% | 4 | -7 | 1.0 | 4 | 8 | 3 | -1
O=C(C1CCCC1)N1CCCC(Nc2ccccc2)C1 (stereo not drawn) | -12 | 2.1% | 0 | -7 | 1.0 | 0 | 2 | 6 | 8
COCCNC(=O)CCCn1c(=O)c2cc(OC)c(OC)cc2n(CC(=O)c2ccccc2)c1=O | 4 | -2.3% | 0 | -3 | 0.1 | 5 | -4 | -3 | -21
CNC(=O)c1cc(NC(=O)CCn2nc(-c3ccccc3)c3ccccc3c2=O)ccc1OC | 11 | 0.4% | -1 | 2 | -0.2 | 0 | -7 | -7 | -6

The list continues:
SMILES | D1 antag | RXFP1 agonist | TRHR enhancer | D1 PAM | D2 agonist | D1 agonist | D2 antag | D2 PAM | RXFP1 antag
Cc1cc(Cl)ccc1NNC(=O)CCc1ccccc1 | 1 | 0.9% | -5 | -2 | -1.9 | 7 | 0 | 6 | 4
Cc1cc(-c2ccc(S(=O)(=O)N(C)c3ccc(C)c(C)c3)s2)on1 | -27 | 2.9% | -6 | -5 | -0.8 | 15 | 7 | 1 | 5
O=C1CCCC2=C1C(c1ccncc1)Nc1ccccc1N2 (stereo not drawn) | 6 | -0.9% | -3 | -6 | 0.0 | 0 | -13 | -8 | -8
COc1cc(NC(=O)c2ccnn2C)c(OC)cc1Cl | 7 | 1.2% | 2 | 0 | -0.9 | 0 | 27 | -1 | -4
OC(CNCC1(N2CCCCC2)CCCCC1)COc1ccc(Cl)cc1Cl (stereo not drawn) | 2 | 0.2% | 0 | 10 | 1.0 | 5 | -9 | -11 | -17
CCCCCc1ccc(-c2ccc(/C=C/C(N)=O)cc2)nc1 | 6 | 2.5% | 1 | -9 | 0.9 | 3 | 8 | -8 | 0
Cc1cccc(CC(=O)NC2CC(=O)N(c3ccccc3)C2)c1 (stereo not drawn) | . | -0.3% | 5 | 1 | 0.6 | -1 | . | -1 | 3
COc1cc([N+](=O)[O-])ccc1NC(=O)CCCOc1cc(C)ccc1C | 2 | 1.5% | 3 | -7 | 0.9 | 5 | 3 | 5 | -10
CCOc1cc(/C=C/c2ccc3cccc([N+](=O)[O-])c3n2)ccc1O | 3 | 4.6% | -2 | 0 | -1.1 | 0 | 6 | -5 | -4
CCN(CCCNC(=O)CCCn1c(=O)[nH]c2ccccc2c1=O)c1cccc(C)c1 | 6 | -3.5% | 1 | -5 | 1.9 | 1 | -4 | 10 | -5
Cc1cc(CN2CCCC(CNC(=O)c3ccc(F)cc3)C2)cc(C)c1O (stereo not drawn) | 19 | 1.3% | -6 | -7 | 2.0 | 1 | 8 | -6 | -2
CC(=O)Oc1ccc(C(=O)Nc2ccc3c(c2)C(=O)N(CCC(=O)O)C3=O)cc1 | 11 | 0.8% | -7 | -6 | -0.3 | 1 | -15 | -6 | 2
O=C(Nc1ccc(C(=O)N2CCC(N3CCCC3)CC2)cc1)c1ccc(Br)o1 | 0 | -0.6% | 7 | -1 | -1.1 | 4 | -9 | 3 | .
CC(C)Cc1nc2c(nnn2Cc2ccccc2F)c(=O)[nH]1 | 1 | 1.3% | -2 | 1 | 3.4 | 3 | 13 | 7 | 9
O=c1cc(NCc2ccco2)[nH]c(=O)n1-c1ccc(Br)cc1 | -7 | 0.9% | 1 | -4 | -0.4 | -2 | 4 | 7 | 15
O=C(O)c1ccccc1C(=O)N1N=C2/C(=C/c3cccc([N+](=O)[O-])c3)CCCC2C1c1cccc([N+](=O)[O-])c1 (stereo not drawn) | -10 | 1.5% | -12 | -3 | 2.3 | 4 | -9 | 0 | -10
C/C(=N\NC(=O)c1ccccc1O)c1cccs1 | -4 | 1.4% | 0 | -1 | -0.1 | 1 | -3 | 0 | -3
O=C(O)c1ccc(NS(=O)(=O)c2cc(Cl)ccc2Cl)cc1O | 8 | -0.7% | 8 | -4 | 1.4 | 9 | -2 | . | 19
CCCNC(=O)CC(NS(=O)(=O)c1ccc(OC)cc1)c1ccco1 (stereo not drawn) | -5 | 0.4% | 8 | -3 | 0.0 | 1 | -11 | 35* | 4
CC(=O)Nc1ccc(-c2cc(C(=O)O)c3c(-c4ccccc4)[nH]nc3n2)cc1 | -39* | 5.0% | -4 | 0 | -0.3 | 1 | . | . | -12
O=C(O)CCC(=O)N1N=C(c2cccs2)CC1c1cccc([N+](=O)[O-])c1 (stereo not drawn) | -18 | 4.3% | 1 | -2 | 0.4 | 1 | -15 | 1 | 0
CC(CNC(=O)CCCn1c(=O)c2cccn2c2ccc(F)cc21)c1ccccc1 (stereo not drawn) | -10 | -0.3% | -10 | -3 | -0.3 | 4 | . | 4 | -36
COc1ccc(C(=O)NNC(=O)c2ccc3ccccc3c2O)cc1 | -2 | -0.6% | 1 | -1 | 0.7 | 2 | -6 | 0 | -3
CCCN(C(=O)COc1cc(=O)n(CC)c2ccccc12)c1ccc(C(C)C)cc1 | 1 | -0.4% | -7 | -1 | -0.5 | 1 | . | 1 | -28
O=C(CNC(=O)c1ccccc1F)Nc1ccncc1 | 1 | 2.0% | 0 | 8 | 0.2 | 3 | -2 | 10 | -27

4 records picked at random from those above, as already listed:
SMILES | D1 antag | RXFP1 agonist | TRHR enhancer | D1 PAM | D2 agonist | D1 agonist | D2 antag | D2 PAM | RXFP1 antag
Cc1cc(Cl)ccc1NNC(=O)CCc1ccccc1 | 1 | 0.9% | -5 | -2 | -1.9 | 7 | 0 | 6 | 4
COc1cc([N+](=O)[O-])ccc1NC(=O)CCCOc1cc(C)ccc1C | 2 | 1.5% | 3 | -7 | 0.9 | 5 | 3 | 5 | -10
OC(CNCC1(N2CCCCC2)CCCCC1)COc1ccc(Cl)cc1Cl (stereo not drawn) | 2 | 0.2% | 0 | 10 | 1.0 | 5 | -9 | -11 | -17
O=C(Nc1ccc(C(=O)N2CCC(N3CCCC3)CC2)cc1)c1ccc(Br)o1 | 0 | -0.6% | 7 | -1 | -1.1 | 4 | -9 | 3 | .

Later entries.
SMILES | D1 antag | RXFP1 agonist | TRHR enhancer | D1 PAM | D2 agonist | D1 agonist | D2 antag | D2 PAM | RXFP1 antag
O=C(c1ccco1)N(Cc1ccccc1)Cc1ccccn1 | 3 | -0.3% | 0 | 5 | -0.8 | 5 | 57* | 14 | 4
COc1ccc(CCC(=O)N(C)CC(=O)Nc2ccc(Cl)c(C(F)(F)F)c2)cc1 | -7 | -0.8% | 3 | -5 | 0.3 | 10 | -10 | -2 | -35
C[C@H](NS(=O)(=O)c1ccc2c(c1)OCCCO2)C(=O)N1CCN(Cc2ccccc2)CC1 | -6 | 1.5% | 4 | -3 | 1.0 | 0 | 1 | 4 | -14
O=C(NCC1CCCO1)c1nc2c(nnn2Cc2ccccc2Cl)c(=O)[nH]1 (stereo not drawn) | -5 | -1.2% | -9 | -3 | 0.5 | 1 | 18 | 1 | 14
COc1ccc(NC(=O)c2ccccc2NS(C)(=O)=O)cc1OC | 19 | -0.2% | -1 | -1 | 2.2 | 1 | -9 | . | 3
Cc1ccnc(NC(=O)c2ccc(OCc3c(C)noc3C)cc2)c1 | -8 | 0.4% | -4 | 8 | -1.2 | 2 | 0 | -7 | -13
O=C(CSc1nnnn1-c1cccc(C(=O)O)c1)NC(c1ccccc1)c1ccccc1 | 2 | -3.7% | 0 | -2 | 0.2 | 0 | 3 | 6 | -13
COc1ccc(-c2nc(C#N)c(N3CCN(C(=O)c4ccco4)CC3)o2)cc1OC | 7 | 3.9% | -3 | -2 | 0.0 | 3 | 13 | 15 | 10

Screens deposited in PubChem BioAssay by National Center for Advancing Translational Sciences (NCATS).

Some of the compounds tested. The share of hits here may be higher or lower than overall.
